# TCR CD3 inh – inhibitors of human TCR-CD3 interaction, primary screen, biochemical, fluorescence, TAMRA-labeled TCR probe; T-cell receptor (TCR); inhibition, % at 9.4 µM; 0.37% of 360,000 active; AID 651800, 2012; in the data active means inhibition above about 19%;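 further: recombinant mutant TCR 2C K166C tagged with TAMRA read by polarization; 0% = receptor in buffer alone and 100% = receptor with positive control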
# LEDGF integ inh – blockers of LEDGF/p75-dependent integrase strand transfer – biochemical, TR-FRET, high throughput, primary screen | TR-FRET IN-LEDGF/p75 DNA integration, Eu/Cy5 | inhibition, % at 3.7 µM | 0.64% of 370,000 active | AID 743269, 2014;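 active means inhibition above the screen-wide mean plus 3 SD, cut at about 13% in these data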;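 further: signal is the Cy5 over europium emission ratio at 671 and 618 nm; 0% = plate median of compound wells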
# Rev-erbA mod – modulators of Rev-erb alpha DNA binding, primary screen, biochemical, FITC-DNA, fluorescence polarization, uHTS; Nuclear receptor subfamily 1 group D member 1 (Homo sapiens), P20393; Rev-erbα–FITC-DNA binding, 90 min; activity, % at 10 µM; 0.79% of 370,000 active; AID 1259318, 2017;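 active means activity above about 14%, limit read from the data; passing the limit was not always enough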;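 further: 0% = DMSO wells with 35 nM protein and 100% = DMSO wells with 750 nM protein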
# UHRF1 binding – UHRF1 methylated DNA binding inhibitors, primary screen, counter-screen for MBD2 inhibitor project, biochemical, TR-FRET, human UHRF1, single concentration. E3 ubiquitin-protein ligase UHRF1 (Homo sapiens), Q96T88. UHRF1 binding to methylated oligo. inhibition, % at 4.4 µM. 0.75% of 370,000 active; in the data active means inhibition above about 21%;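 further: UHRF1 SRA domain binding a hemimethylated CpG hairpin DNA probe; 0% = median of test compound wells and 100% = reference inhibitor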
# ABHD4 inh – ABHD4 inhibitors, primary screen, biochemical, fluorescence polarization, mouse | (Lyso)-N-acylphosphatidylethanolamine lipase (Mus musculus), Q8VD66 | purified mABHD4, FP-Rh probe fluorescence polarization | inhibition, % at 8.92 µM | 0.54% of 370,000 active;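 active means inhibition exceeding the mean over every tested compound plus 3 SD, cut at about 30% in these data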;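 further: 0% = plate median of compound wells and 100% = S159A mutant with DMSO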
#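 Test system: mABHD4 protein | Buffer or medium: HEPES pH 7.0 buffer, 150 mM NaCl, 0.01% Pluronic F-127 | Probe or stimulus: FP-Rh fluorescent activity-based probe, added after compound pre-incubation | Timing: Pre-incubation 45 min, probe exposure 60 min, at 25 °C | Technique: Fluorescence polarization, excitation 525 nm, emission 598 nm, BODIPY TMR filters | Repeats: Single well per compound (singlicate)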
# HTRA1 inhibitor – HTRA1 serine protease inhibitors, primary screen, biochemical, fluorescence polarization, HTS; 0.5% of 340,000 active; recombinant HTRA1, FP-rhodamine activity-based probe; inhibition, % at 5.96 µM; Q92743; in the data active means inhibition above about 36%;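 further: 0% = enzyme with DMSO and 100% = wells lacking enzyme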
# Target sequence (Q92743 whole entry, looked up): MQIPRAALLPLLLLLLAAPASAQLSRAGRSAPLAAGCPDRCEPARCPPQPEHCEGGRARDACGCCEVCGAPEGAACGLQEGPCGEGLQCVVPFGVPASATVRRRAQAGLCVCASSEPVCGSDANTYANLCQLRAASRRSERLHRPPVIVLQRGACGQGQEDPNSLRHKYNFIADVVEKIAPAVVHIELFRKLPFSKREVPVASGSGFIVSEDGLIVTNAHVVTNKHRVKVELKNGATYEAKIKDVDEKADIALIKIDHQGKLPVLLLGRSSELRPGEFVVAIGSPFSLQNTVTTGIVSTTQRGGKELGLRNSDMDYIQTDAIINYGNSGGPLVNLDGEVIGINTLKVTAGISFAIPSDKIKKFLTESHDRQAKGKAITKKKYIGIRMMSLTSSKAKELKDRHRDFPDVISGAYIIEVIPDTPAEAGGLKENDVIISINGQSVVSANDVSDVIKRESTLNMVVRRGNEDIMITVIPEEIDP
# rCAG RNA binder – binders of r(CAG) RNA repeats, primary screen, biochemical, fluorescence | inhibition, % at 3 µM | 1.3% of 370,000 active | AID 651821, 2012 | r(CAG) RNA repeat, TO-PRO-1 dye displacement fluorescence;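 active means inhibition above the plate cutoff, the mean of all test compounds on that plate plus 3 SD, cut at about 35% in these data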;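 further: 0% = DMSO alone and 100% = 100 µM mitoxantrone as full dye displacement; higher means more dye released from RNA so lower well fluorescence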
# MBD2 DNA inh – inhibitors of MBD2 binding to methylated DNA, primary screen, biochemical, TR-FRET, DNA-binding domain, human. Methyl-CpG-binding domain protein 2 (Homo sapiens), Q9UBB5. MBD2 binding to methylated oligonucleotide. inhibition, % at 4.4 µM. 0.31% of 370,000 active; in the data active means inhibition above about 13%
# PRMT1 FP inh – PRMT1 methyltransferase inhibitors, primary screen, biochemical, fluorescence polarization; Protein arginine N-methyltransferase 1 (Homo sapiens), Q99873; recombinant PRMT1, activity-based probe fluorescence polarization; inhibition, % at 2.79 µM; 1.3% of 370,000 active; AID 652257, 2013;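 active means inhibition above about 21% made by adding two undisclosed values, limit read from the data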
# Target sequence (Q99873 whole entry, looked up): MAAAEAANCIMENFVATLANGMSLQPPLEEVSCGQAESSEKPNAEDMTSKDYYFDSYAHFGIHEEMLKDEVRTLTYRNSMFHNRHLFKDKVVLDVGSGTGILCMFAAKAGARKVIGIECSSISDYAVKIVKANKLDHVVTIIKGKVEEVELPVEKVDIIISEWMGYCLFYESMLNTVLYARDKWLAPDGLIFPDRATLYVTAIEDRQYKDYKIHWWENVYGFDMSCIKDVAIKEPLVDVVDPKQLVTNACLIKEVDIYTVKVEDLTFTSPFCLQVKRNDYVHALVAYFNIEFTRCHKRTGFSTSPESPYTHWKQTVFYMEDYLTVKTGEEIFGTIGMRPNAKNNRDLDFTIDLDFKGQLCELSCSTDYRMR
# PG9 Ab binder – binders of HIV-1 gp120 antibody PG9, primary screen, biochemical, TR-FRET | HIV-1 gp120 / PG9 antibody interaction | TR-FRET gp120-PG9 antibody binding | inhibition, % at 6.7 µM | 0.43% of 360,000 active | AID 624416, 2012; in the data active means inhibition above about 8.5%
# * hit, by the source's call; nt = no result given. An excerpt (hit frequency here may not be typical).
SMILES,TCR CD3 inh,LEDGF integ inh,Rev-erbA mod,UHRF1 binding,ABHD4 inh,HTRA1 inhibitor,rCAG RNA binder,MBD2 DNA inh,PRMT1 FP inh,PG9 Ab binder
Cc1noc(C)c1COc1cccc(C(=O)Nc2ccc(Br)cc2F)c1,5,2,7,-3,-13,-24,5,4,-2,-1.3
Cc1ccc(S(=O)(=O)N(C)CC(=O)N2CCCC2)cc1,4,0,1,-3,6,3,3,0,-1,-1.1
Cc1cc(NC(=O)CSc2nc(C3CCCCC3)nc3ccccc23)no1,5,1,1,7,0,-9,-2,1,6,3.1
CCOc1cc(C2C(C#N)=C(N)Oc3n[nH]c(CC)c32)ccc1OCCN1CCOCC1 (configuration not stated),-4,-1,9,22*,-8,-5,-7,5,1,0.8
COc1cc(Cl)c(C)cc1NC(=O)c1cc(S(=O)(=O)N(C)C)ccc1N1CCCC1,0,5,-1,-5,1,-2,1,-7,-1,-3.9
COc1ccc(NS(=O)(=O)c2cccc(NC(=O)C3=NN(c4ccccc4)C(=O)CC3)c2)cc1,7,0,-1,-4,-8,-13,10,0,0,-1.9
C[C@@H]1CN([C@H](C)CO)C(=O)CCCn2nncc2CO[C@@H]1CN(C)S(=O)(=O)c1ccc(C#N)cc1,1,4,5,1,8,0,1,0,1,0.1
Cc1c(C(=O)Nc2ccc(F)cc2)cn2c(nc3ccccc32)c1C#N,2,2,0,0,2,5,1,-5,-3,1.4
O=C(Nc1ccc(C(O)c2ccccc2)cc1)[C@H]1C[C@H](O)[C@@H](CO)O1 (some centres not stated),0,2,-3,-2,0,nt,1,5,-7,-0.4
O=C(OCc1cccs1)c1ccccc1NS(=O)(=O)c1ccc2c(c1)OCCO2,5,0,2,-2,-9,-25,12,-3,1,0.6
Cn1cccc1CC(=O)N/N=C/c1ccc(C(C)(C)C)cc1,0,4,-4,-1,-5,0,3,0,-4,-2.2
Cc1ncoc1C(=O)NC1CC(C)(C)Cc2c1cnn2-c1ccc(F)cc1 (configuration not stated),0,4,0,-1,-7,6,-8,-5,-2,-0.1
Cc1c(NC(=O)CN2CCN(C(c3ccccc3)c3ccccc3)CC2)c(=O)n(-c2ccccc2)n1C,5,1,-3,0,-5,1,-9,2,-4,0.2
Cc1nccn1Cc1cccc2ccccc12,5,-2,4,-1,2,2,-2,-3,-2,-1.5
CCCCN(Cc1cc2cc(OC)ccc2[nH]c1=O)S(=O)(=O)c1ccc(C)cc1,2,-3,-1,1,-1,-12,2,2,-2,-0.6
CCCCCOc1ccc(C(O)C(CN2CCOCC2)c2ccccc2)cc1 (configuration not stated),0,3,2,2,1,2,-10,-4,-2,0.3
COc1ccc(N(CC(=O)Nc2ccccc2OC)S(=O)(=O)c2ccc(NC(C)=O)cc2)cc1,-3,2,1,0,-13,-39,7,-4,0,-1.5
COCC(C)n1c(C)cc(C(=O)CSc2nnc(Nc3ccccc3F)s2)c1C (configuration not stated),-5,2,3,6,-18,-19,9,-1,1,1.2
COc1ccccc1CNC(=O)C(C)n1nc(C)n2c(cc3occc32)c1=O (configuration not stated),6,-2,0,-3,1,0,1,3,1,0.8
[O-][N+]1=c2ccc(Nc3ccccc3)cc2=NC12CCCCC2,10,0,3,-13,17,21,5,-23,2,-29
CCC(c1nnc(SCC(=O)NCCc2ccc(OC)c(OC)c2)n1Cc1ccccc1)N(C)C (configuration not stated),8,1,-9,-1,2,-5,-10,2,-1,-0.6
CC1=C(C(=O)N2CCOCC2)CC(CC(=O)NCCc2ccccn2)C(=O)N1Cc1ccccc1 (configuration not stated),8,-7,2,-1,-4,nt,-1,3,-2,-1.1
O=C(COc1ccc(Cl)cc1Cl)NC1CC1,-2,-3,6,-1,-4,6,1,0,-1,-0.8
CN1C(=O)/C(=C/c2ccccc2F)Sc2ccc(C(=O)N3CCCC3)cc21,-4,-1,12,0,0,-7,-5,4,2,-1.0
COc1cccc(NC(=O)C2CC(=O)N=C(N)S2)c1 (configuration not stated),3,17*,4,-2,-2,7,0,-6,-1,0.8

# New compounds follow
SMILES,TCR CD3 inh,LEDGF integ inh,Rev-erbA mod,UHRF1 binding,ABHD4 inh,HTRA1 inhibitor,rCAG RNA binder,MBD2 DNA inh,PRMT1 FP inh,PG9 Ab binder
COc1ccc(NC(=O)C2CCCN(C(=O)c3ccc(Cl)cc3)C2)cc1S(=O)(=O)N(C)C (configuration not stated),-5,-1,-2,-1,3,-2,4,3,-1,-1.5
CC(=O)OCC(=O)C1(O)CCC2C3CCC4C(OC(C)=O)C(=O)CCC4(C)C3C(=O)CC21C (configuration not stated),0,-5,-5,2,3,5,-1,6,6,1.1
O=C(COC(=O)c1cc(=O)[nH]c2ccccc12)Nc1nc(-c2cccc(Br)c2)cs1,1,2,6,1,-6,-60,12,4,5,0.8
COc1ncnc(OC)c1S(=O)(=O)Nc1ccc(C(F)(F)F)cc1,-5,-4,-5,4,6,9,-1,2,0,0.5
CCOCCCNC(=S)N(CCN(C)C)Cc1cc2cc3c(cc2[nH]c1=O)OCCO3,-5,2,-4,0,1,2,-4,-3,2,0.3
O=C(c1ccc(CS(=O)(=O)c2cccc(C(F)(F)F)c2)o1)N1CCN(c2ccccn2)CC1,-2,2,3,1,6,1,-6,-1,3,-0.3
CCCCOC(=O)CSc1nnc(-c2ccc(Cl)cc2Cl)o1,-6,3,1,-3,3,-9,-1,0,-1,-0.5
S=C(N/N=C/c1ccc2ncccc2c1)Nc1cccnc1,-9,-6,-2,-5,0,-3,-2,-2,1,-0.2
O=C(CCNC(=O)c1ccc(Br)cc1)Nc1cccc(S(=O)(=O)N2CCCCCC2)c1,-2,-1,2,0,-8,-43,1,2,-1,0.0
CC(=O)Nc1ccccc1C(F)(F)F,-4,-4,-3,3,8,11,-1,1,0,-0.7
Cn1c(=O)c2cc(S(=O)(=O)NC(C(=O)N3CCCCCC3)c3ccccc3)ccc2n(C)c1=O (configuration not stated),-1,-2,-10,0,2,9,0,3,0,0.5
O=[N+]([O-])c1cccc(-c2nnn(C34CC5CC(CC(C5)C3)C4)n2)c1,1,-1,-3,0,2,0,-1,-2,-3,0.9
O=C(CNC(=O)c1ccc(Cl)cc1)OCn1nnc2ccccc2c1=O,6,-6,5,1,-7,-2,5,6,2,1.0
CCC(=O)c1cn(CC(=O)Nc2ccc(OC)cc2)c2ccccc12,4,-2,-4,2,2,-8,2,2,0,1.0
O=C(c1cccc(Cl)c1)N1CCC(C(=O)N2CCN(Cc3ccccc3)CC2)CC1,8,-1,-2,-1,8,4,-5,-1,1,-1.9
COc1ccc(CNC(=O)CN(C(=O)c2csnn2)c2cccc3c2CCCC3)cc1,-1,-4,1,1,0,-2,-2,-1,-3,0.5
C[C@@H]1CN(c2ccc(N3CCN(C(=O)OC(C)(C)C)C[C@H]3C)cc2C#N)C[C@H](C)O1,-7,-4,-2,-4,-5,nt,1,2,3,-1.0
COc1ccc(NC(=O)c2[nH]c(C)c(C(C)=O)c2C)cc1,0,-5,-4,3,2,4,-1,0,3,-0.8
CC(=O)N1c2ccccc2C2CCCC[C@H]21 (some centres not stated),5,-4,-2,0,2,-3,-1,-1,-2,-1.3
O=C(OCC(=O)N1CCC(Cc2ccccc2)CC1)c1cc(Br)ccc1O,4,1,-3,0,3,-1,1,-3,-3,-1.7
COc1ccc(N(C(=O)c2ccn[nH]2)C(C(=O)NC(C)(C)C)c2ccc(F)cc2)cc1 (configuration not stated),8,0,0,-2,-6,4,-5,2,1,0.5
COc1ccc(N2CCN(CCCNC(=O)CC3Oc4ccc(C)cc4NC3=O)CC2)cc1 (configuration not stated),-8,-3,-5,1,8,8,4,0,-1,-1.4
CC1CCCC(NC(=O)c2n[nH]c(=O)c3ccccc23)C1C (configuration not stated),-6,2,3,13,5,-3,-2,8,2,0.3
COc1ccc(CN(C)CC(=O)NC(=O)NC2CCCCC2)cc1,-5,1,-4,-2,1,0,-3,1,-2,0.7
CC(=O)Nc1cc2c(cc1NC(=O)c1cnccn1)OCCO2,3,2,5,7,0,-1,-1,1,0,0.7

# The listing continues.
SMILES,TCR CD3 inh,LEDGF integ inh,Rev-erbA mod,UHRF1 binding,ABHD4 inh,HTRA1 inhibitor,rCAG RNA binder,MBD2 DNA inh,PRMT1 FP inh,PG9 Ab binder
N#Cc1c(SCC(=O)Nc2nc3ccccc3s2)sc2c(O)cc(=O)[nH]c12,19*,5,-19,16,-23,-15,63*,13,52*,-0.2
C=CCOC(=O)C(=O)/C=C/c1csc2ccccc12,-2,5,-1,-1,2,-35,30,-3,5,-1.5
CC(=O)Oc1ccc(C(=O)Nc2ccc(S(=O)(=O)NCC3CCCO3)cc2)cc1 (configuration not stated),-7,-3,-7,1,-4,18,1,-4,0,-0.4
Cc1noc(C)c1-c1nc(CS(=O)(=O)c2ccc(Cl)cc2)no1,-7,-2,3,-1,4,4,-4,0,-3,-0.2
COc1ccc2c(c1)CCN(C(=O)CCl)C2C1C(=O)CCCC1=O (configuration not stated),0,0,6,0,0,8,0,-2,4,-2.8
O=C(COC(=O)CSc1ccc(F)cc1)NNC(=O)c1ccc([N+](=O)[O-])cc1,9,-2,7,-2,-2,5,7,2,0,-2.5
COC(=O)C1=C(C)OC(N)=C(C#N)C1c1ccsc1 (configuration not stated),3,-1,-1,0,0,5,0,2,1,1.0
CC(C)C(C)NC(=O)COc1ncnc2ccccc12 (configuration not stated),-2,3,2,20,4,3,0,-2,-3,0.6
O=C(Cc1n[nH]c(=O)c2ccccc12)OCC(=O)c1ccc(OC(F)F)cc1OC(F)F,0,-1,7,0,-7,-9,-3,-6,3,1.0
CCCCC(C(=O)NC(C)(C)C)N(Cc1ccccc1Cl)C(=O)c1snc(C(N)=O)c1N (configuration not stated),5,1,0,1,-3,-19,-3,7,6,1.6
CCOc1ccc(N2CC(C(=O)Nc3ccc(S(=O)(=O)NCC4CCCO4)cc3)CC2=O)cc1 (configuration not stated),-2,-2,-8,0,5,-4,1,1,3,-0.1

# Pulled one by one from above, four records:
SMILES,TCR CD3 inh,LEDGF integ inh,Rev-erbA mod,UHRF1 binding,ABHD4 inh,HTRA1 inhibitor,rCAG RNA binder,MBD2 DNA inh,PRMT1 FP inh,PG9 Ab binder
O=C(Nc1ccc(C(O)c2ccccc2)cc1)[C@H]1C[C@H](O)[C@@H](CO)O1 (some centres not stated),0,2,-3,-2,0,nt,1,5,-7,-0.4
N#Cc1c(SCC(=O)Nc2nc3ccccc3s2)sc2c(O)cc(=O)[nH]c12,19*,5,-19,16,-23,-15,63*,13,52*,-0.2
COc1ccc(NC(=O)C2CCCN(C(=O)c3ccc(Cl)cc3)C2)cc1S(=O)(=O)N(C)C (configuration not stated),-5,-1,-2,-1,3,-2,4,3,-1,-1.5
CCCCCOc1ccc(C(O)C(CN2CCOCC2)c2ccccc2)cc1 (configuration not stated),0,3,2,2,1,2,-10,-4,-2,0.3

# Bioassay records as filed in PubChem.
